Source: PubChem BioAssay (several laboratories)
PKA-R2B activ: activators of PKA-R2B holoenzyme, primary screen, biochemical, fluorescence polarization, Cy5-IP20, human | cAMP-dependent protein kinase catalytic subunit beta (Homo sapiens) + cAMP-dependent … | PKA-R2B holoenzyme dissociation; R2B truncated from residue 108, S112A mutant; 0% DMSO only, 100% 113 µM cGMP | activation, % at 11.4 µM | 340,000 compounds, 0.079% hits;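 active = activation above a cutoff set at the mean over all compounds plus 3 SD, cut at about 18% in these data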;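 note: higher means more holoenzyme dissociation and a rise in polarization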
Target sequence (P31323 whole entry, looked up, other chains not shown, the tested form may be a part): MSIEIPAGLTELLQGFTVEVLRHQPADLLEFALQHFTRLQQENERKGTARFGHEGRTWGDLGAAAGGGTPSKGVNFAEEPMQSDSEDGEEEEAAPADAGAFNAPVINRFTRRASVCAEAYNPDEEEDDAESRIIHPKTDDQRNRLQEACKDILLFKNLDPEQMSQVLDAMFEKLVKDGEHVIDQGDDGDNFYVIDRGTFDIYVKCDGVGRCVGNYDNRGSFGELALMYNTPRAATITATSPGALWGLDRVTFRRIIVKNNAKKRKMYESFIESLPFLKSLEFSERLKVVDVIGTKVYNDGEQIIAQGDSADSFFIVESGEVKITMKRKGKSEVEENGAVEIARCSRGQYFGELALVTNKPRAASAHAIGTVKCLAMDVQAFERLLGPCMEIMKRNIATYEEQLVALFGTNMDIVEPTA
C-LANA FP: inhibitors of KSHV C-LANA binding to DNA, primary screen, biochemical, fluorescence polarization, FAM-LBS DNA, MBP-C-LANA, single point | inhibition, % at 9 µM | 340,000 compounds, 0.078% hits | AID 504423, 2011;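 active = highest replicate inhibition at or above 60% at 9 µM, even if other replicates fall short; inactive = all replicates below 60% inhibition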;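 note: 0% = neutral control wells and 100% = 4 µM acridine orange control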
Cardiac RTF inh: cardiac RTF calcium sensitivity inhibitors, primary screen, biochemical, IANBD-TnC fluorescence, EC70 calcium; Troponin I, cardiac muscle (Homo sapiens) + Troponin T, cardiac muscle (Homo sapiens) + …; IANBD-labeled cardiac RTF, Ca2+ fluorescence; inhibition, % at 7.15 µM; 340,000 compounds, 0.12% hits; AID 493244, 2011;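 active = inhibition above the mean inhibition of all tested compounds plus 3 SD, cut at about 17% in these data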;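 note: assay run at fixed EC70 calcium of 1.6 mM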
Keap1-Nrf2 PPI: Keap1-Nrf2 protein-protein interaction inhibitors, primary screen, biochemical, fluorescence polarization, single point | Kelch-like ECH-associated protein 1 (Homo sapiens), Q14145 | Keap1 Kelch-Nrf2 peptide fluorescence polarization, 1536-well | inhibition, % at 9.4 µM | 340,000 compounds, 0.15% hits; in the data active = inhibition above about 12%;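 note: human Keap1 Kelch domain with fluorescein labeled Nrf2 9mer peptide probe; 0% = neutral control wells and 100% = peptide positive control; higher means more block of Keap1 binding to Nrf2 peptide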
Target sequence (Q14145 whole entry, looked up, the tested form may be a part): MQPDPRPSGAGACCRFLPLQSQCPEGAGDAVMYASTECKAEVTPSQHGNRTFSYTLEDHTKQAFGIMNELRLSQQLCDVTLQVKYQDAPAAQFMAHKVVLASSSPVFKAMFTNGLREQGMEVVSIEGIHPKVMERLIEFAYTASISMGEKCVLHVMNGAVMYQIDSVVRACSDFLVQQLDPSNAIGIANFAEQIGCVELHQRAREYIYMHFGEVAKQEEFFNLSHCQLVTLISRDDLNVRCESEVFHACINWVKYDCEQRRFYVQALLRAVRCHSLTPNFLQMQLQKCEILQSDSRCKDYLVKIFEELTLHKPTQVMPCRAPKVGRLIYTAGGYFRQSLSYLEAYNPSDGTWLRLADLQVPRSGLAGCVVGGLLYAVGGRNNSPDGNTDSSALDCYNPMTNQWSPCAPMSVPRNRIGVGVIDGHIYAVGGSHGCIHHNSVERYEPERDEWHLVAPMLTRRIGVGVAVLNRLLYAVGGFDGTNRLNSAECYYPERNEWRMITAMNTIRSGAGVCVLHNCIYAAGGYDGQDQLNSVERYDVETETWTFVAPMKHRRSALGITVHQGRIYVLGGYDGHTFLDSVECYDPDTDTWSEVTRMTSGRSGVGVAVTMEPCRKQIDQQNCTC
Rtt109 Vps75: inhibitors of C. albicans Rtt109/Vps75 HAT, primary screen, biochemical, ThioGlo CoA-SH fluorescence, plate reader | purified Rtt109/Vps75, 4 h | inhibition, % at 34.9 µM | 330,000 compounds, 0.16% hits | AID 540336, 2011;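 active = inhibition of at least 50% in every replicate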
SR-BI uptake up: activators of SR-BI mediated DiI-HDL uptake, primary screen, ldlA[mSR-BI] CHO cells, DiI fluorescence; 320,000 compounds, 0.096% hits; 3 h; 100 = double the neutral-control signal; activation, % at 12.5 µM;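 active = mean replicate activation of at least 60% and every replicate at or above 60%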;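 note: 0% = median plate neutral-control signal and 100% = twice that signal; values of inactives mirror those of a sister screen read the other way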
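system = CHO ldlA[mSR-BI] cells, LDL receptor-null, SR-BI overexpressing | medium = Ham's F12 with 0.5% BSA, HEPES 25 mM, pH 7.4 | probe or stimulus = DiI-HDL 10 µg/mL | compound dosing = single-point compound dose | incubation = compound exposure 3 h, 37 °C | technique = DiI fluorescence, bottom read | read-out = cell-associated DiI fluorescence as measure of HDL uptake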
CAL PDZ FP-1: CAL PDZ peptide-binding inhibitors, primary screen, biochemical, fluorescence polarization, Cer-tagged CAL PDZ, HTS; Golgi-associated PDZ and coiled-coil motif-containing protein (Homo sapiens), Q9HD26; purified CAL PDZ, TMR-peptide fluorescence polarization, 1 h; inhibition, % at 20 µM; 330,000 compounds, 0.02% hits; AID 504414, 2011;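 active = highest replicate inhibition of at least 40%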;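 note: plate controls were DMSO neutral control wells for no effect and unlabeled competitor peptide control wells for full effect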
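material = purified tagged CAL PDZ domain construct (CerCALP) | compound dosing = 20 µM, one dose | times = 1 h at RT | measured by = fluorescence polarization from S- and P-plane intensities, G-factor corrected | read-out = inhibition from polarization loss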
DAGLB inh: DAGLB lipase inhibitors, primary screen, biochemical, fluorescence, HTS; Diacylglycerol lipase-beta (Homo sapiens), Q8NCG7; 340,000 compounds, 0.059% hits; HEK293T DAGLB membrane lysate, EnzChek fluorogenic substrate; inhibition, % at 5.17 µM; in the data active = inhibition above about 34%;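 note: 0% = enzyme with vehicle and 100% = wells lacking enzyme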
RTF Ca sens act: cardiac RTF calcium sensitivity activators, primary screen, biochemical, IANBD-TnC fluorescence, EC20 calcium | Troponin I, cardiac muscle (Homo sapiens) + Troponin T, cardiac muscle (Homo sapiens) + … | IANBD-labeled TnC RTF fluorescence at EC20 calcium; 0% EC20 calcium, 100% full calcium | activation, % at 7.2 µM | 340,000 compounds, 0.24% hits | AID 493008, 2010;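 active = activation above the mean over all tested compounds plus 3 SD, cut at about 30% in these data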;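 note: rise in fluorescence read as greater calcium sensitivity of cardiac thin filaments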
CAL PDZ FP-2: untagged CAL PDZ binding inhibitors, primary screen, biochemical, fluorescence polarization, HTS | purified CAL PDZ, TMR-peptide fluorescence polarization, 1 h | inhibition, % at 24.9 µM | 300,000 compounds, 0.92% hits | AID 602252, 2012;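 active = mean inhibition of at least 30% with at least half of replicates also reaching 30%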;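 note: 0% = DMSO neutral control and 100% = excess unlabeled competitor peptide PRC23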
Numbers without * were called inactive; / = not tested or not shown.

SMILES	PKA-R2B activ	C-LANA FP	Cardiac RTF inh	Keap1-Nrf2 PPI	Rtt109 Vps75	SR-BI uptake up	CAL PDZ FP-1	DAGLB inh	RTF Ca sens act	CAL PDZ FP-2
Nc1ccc(N2CCOCC2)c(Cl)c1	-2	-0.1	-5	-1	1	19	-0.7	-1	2	-2
Cc1ccc(S(=O)(=O)N2CCOCC2)cc1C(=O)OCC(=O)c1ccc(Br)cc1	3	0.8	6	-5	15	-25	-0.1	-3	-1	2
CNC(=O)c1ccc(N(Cc2ccccc2C)S(C)(=O)=O)cc1	2	-0.5	-1	2	-2	33	-3.0	3	1	-2
CC(=O)Nc1cccc(NC(=O)C2CCN(C(=O)c3ccco3)CC2)c1	6	-2.3	-14	-2	-4	/	-2.7	0	-8	/
CCCCCn1c(CN2CCN(Cc3ccccc3)CC2)nc2c1c(=O)n(C)c(=O)n2C	-4	-0.5	-8	-6	-1	4	-3.1	-3	-1	/
Cc1ccc(-c2nc3c4ccccc4ccn3c2CN2CCCCC2)cc1	2	-2.1	-8	0	8	/	-0.8	-7	-7	2
Nc1nc(SCC(=O)Nc2ccc3c(c2)OCO3)n[nH]1	0	-1.1	9	-3	4	8	-2.1	3	-2	1
CCCCOc1cccc(/C=N/NC(=O)c2csc(C)c2C)c1	-8	2.3	-3	4	12	-12	/	-8	-2	-3
S=C(Nc1ccccc1)N1CCOCC1	-4	1.3	-1	1	-3	17	-0.5	0	-1	-4
O=C(NNS(=O)(=O)c1ccccc1[N+](=O)[O-])c1ccncc1	-3	-1.7	-14	-1	-3	31	-0.8	1	2	3
O=C(NCCc1ccccc1)C1CCN(S(=O)(=O)c2ccccc2)CC1	-7	0.2	-1	2	-4	-7	-1.3	-1	-1	/
C/C(Cn1nnc2ccccc21)=N/OC(=O)c1c(F)cccc1F	-9	1.1	1	-2	9	19	0.0	-2	9	6
CC(=O)Nc1c(NC(=O)CC#N)[nH]c2c(c1=O)c(=O)n(C)c(=O)n2C	-4	-0.2	1	0	/	2	-2.3	0	0	-6
Cc1ccc(C(=O)N2CCN(S(=O)(=O)c3ccccc3C#N)CC2)cc1S(=O)(=O)N1CCOCC1	1	0.4	-2	-3	3	-7	0.2	-2	-3	-4
COc1ccc(CN(C)CC(=O)N(C)CC(=O)Nc2ccccc2Br)cc1F	-10	-2.2	-5	-3	-2	-4	0.3	0	-2	/
CCOC(=O)N1CCC(NC(=O)c2cn(-c3ccc(OC)cc3)c(=O)c3ccccc23)CC1	-2	0.8	-4	-2	12	-31	/	-4	3	-2
COc1ccc(C2=NCC(CSc3nnc(-c4ccc5c(c4)OCO5)o3)S2)cc1 (stereo unspecified)	-2	0.2	-8	-10	2	-11	-3.8	-7	4	-1
COc1cc2c(cc1OC)CN(C(=O)CNC(=O)c1ccc(OC(F)F)cc1)CC2	-13	0.7	-6	4	-1	2	-2.0	1	-1	-2
COC(=O)c1cccnc1-n1c(=O)c2cccnc2n(CC(=O)Nc2ccc(Br)cc2)c1=O	-4	0.0	-5	-3	13	/	-0.6	0	-2	5
CCS(=O)(=O)c1ccc2oc(Nc3ccc(C(C)C)cc3)nc2c1	1	-1.3	-19	-5	3	-29	-0.6	-1	4	-2
COc1ccccc1NS(=O)(=O)c1ccc(C)c(C(=O)NCC(c2ccco2)N2CCCCC2)c1 (stereo unspecified)	-9	0.3	-9	-4	0	22	-2.6	0	-5	-3
COc1ccccc1NS(=O)(=O)c1cc(NC(=O)C2CCCO2)ccc1C (stereo unspecified)	-9	2.7	-8	1	3	0	0.5	-2	-8	-2
Cc1cc(C)n(-c2ccc(C(=O)Nc3ccc(C)c(S(=O)(=O)N(C)C)c3)cc2)n1	0	-1.7	-27	6	-10	-62	-2.0	0	-5	-2
COCCOc1ccc(C(F)(F)F)cc1NC(=O)c1ccccc1	-8	-0.7	-13	-2	3	-3	-0.4	-2	2	-4
O=C(Nc1cccnc1)c1ccc(Br)c(S(=O)(=O)N2CCCC2)c1	4	-0.6	-2	-6	-1	-8	-4.7	1	-1	1
Cc1ccc(S(=O)(=O)CCC(=O)Nc2ccc(F)cc2)cc1	2	-0.3	-7	-1	3	17	-1.2	2	-4	3
CC[C@@H](C)[C@@H]1CN([C@@H](CN2CCC[C@H]2CN2C(N)=NC[C@@H]2Cc2ccccc2)C(C)C)C(=N)N1CCCC1CCCC1	8	-0.6	-4	5	2	-47	-6.3	4	-2	-4
Cc1cc(C)c(S(=O)(=O)c2ccccc2Cl)c(=O)[nH]1	-4	-3.5	0	2	4	-3	-0.3	2	-1	0
COc1ccc(S(=O)(=O)NCCSc2ccccc2)cc1OC	-6	0.6	-5	-8	-13	-17	-1.0	-3	-2	-1
Cc1ccc(S(=O)(=O)CCC(=O)NCc2ccccc2)cc1	-4	-0.8	-5	5	-2	6	0.1	2	4	0
COc1ccc(NC(=S)Nc2ccc3nc(C)c(C)nc3c2)cc1	2	0.2	-3	-4	-1	-4	-0.9	-1	2	0
O=C(CNC(=O)c1cccc(Cl)c1)Nc1ccc(F)c(F)c1F	-5	1.9	7	2	4	/	0.3	-5	-6	1
COc1ccc(CCN2CC3=C(C2=O)C(c2ccccc2)NC(=O)N3C)cc1OC (stereo unspecified)	-4	0.4	-3	-2	-3	-32	/	-1	5	-5
Fc1ccc(CSc2nc3ncc(Br)cc3[nH]2)cc1	-3	-0.5	-12	5	1	-4	-0.2	0	-1	-1
O=C(CSc1nnc(COc2ccc(Cl)cc2)n1Cc1ccco1)N1CCNC1=O	-8	0.7	1	-2	-7	-15	0.2	3	-2	/
Cc1ccc2nc(N(CCCN(C)C)C(=O)COc3ccc(Cl)cc3)sc2c1	2	-0.4	-5	-4	-2	9	-2.4	-1	0	0

Exported as a markdown table: eight of the compounds above
| SMILES | PKA-R2B activ | C-LANA FP | Cardiac RTF inh | Keap1-Nrf2 PPI | Rtt109 Vps75 | SR-BI uptake up | CAL PDZ FP-1 | DAGLB inh | RTF Ca sens act | CAL PDZ FP-2 |
| --- | --- | --- | --- | --- | --- | --- | --- | --- | --- | --- |
| COc1ccc(S(=O)(=O)NCCSc2ccccc2)cc1OC | -6 | 0.6 | -5 | -8 | -13 | -17 | -1.0 | -3 | -2 | -1 |
| Cc1ccc(S(=O)(=O)CCC(=O)NCc2ccccc2)cc1 | -4 | -0.8 | -5 | 5 | -2 | 6 | 0.1 | 2 | 4 | 0 |
| COc1ccc(NC(=S)Nc2ccc3nc(C)c(C)nc3c2)cc1 | 2 | 0.2 | -3 | -4 | -1 | -4 | -0.9 | -1 | 2 | 0 |
| O=C(CNC(=O)c1cccc(Cl)c1)Nc1ccc(F)c(F)c1F | -5 | 1.9 | 7 | 2 | 4 | / | 0.3 | -5 | -6 | 1 |
| COc1ccc(CCN2CC3=C(C2=O)C(c2ccccc2)NC(=O)N3C)cc1OC (stereo unspecified) | -4 | 0.4 | -3 | -2 | -3 | -32 | / | -1 | 5 | -5 |
| Fc1ccc(CSc2nc3ncc(Br)cc3[nH]2)cc1 | -3 | -0.5 | -12 | 5 | 1 | -4 | -0.2 | 0 | -1 | -1 |
| O=C(CSc1nnc(COc2ccc(Cl)cc2)n1Cc1ccco1)N1CCNC1=O | -8 | 0.7 | 1 | -2 | -7 | -15 | 0.2 | 3 | -2 | / |
| Cc1ccc2nc(N(CCCN(C)C)C(=O)COc3ccc(Cl)cc3)sc2c1 | 2 | -0.4 | -5 | -4 | -2 | 9 | -2.4 | -1 | 0 | 0 |

Remaining list, next part.
SMILES	PKA-R2B activ	C-LANA FP	Cardiac RTF inh	Keap1-Nrf2 PPI	Rtt109 Vps75	SR-BI uptake up	CAL PDZ FP-1	DAGLB inh	RTF Ca sens act	CAL PDZ FP-2
FC(F)(F)c1cc(-c2ccco2)nc(N2CCN(c3ccccc3)CC2)n1	-7	-0.3	-9	-3	-3	-43	-2.1	0	3	/
Cc1ccc(CCNS(=O)(=O)c2ccc3c(c2)N(C)CCO3)cc1	-4	-0.6	0	1	4	-1	-1.1	-7	-1	/
Cc1cc(C)cc(C(=O)NC(CC(N)=O)c2ccc(N3CCC(N4CCCCC4)CC3)c([N+](=O)[O-])c2)c1 (stereo unspecified)	-11	1.5	7	2	-4	22	-2.1	1	2	5
CC(=O)Nc1ccc(S(=O)(=O)n2cnc3cc(C)c(C)cc32)cc1	-9	-0.9	-3	-5	9	17	-1.8	-3	-3	-2
COCCn1c(=O)[nH]c2cc(C(=O)NCC3CCCO3)ccc2c1=O (stereo unspecified)	4	-0.5	4	-2	-4	29	0.3	-7	5	2
CCNS(=O)(=O)c1ccc(CCC(=O)Nc2ccccc2)cc1	2	0.8	-10	-2	7	-8	1.3	-1	0	-3
CCOC(=O)C1CCN(C(=O)COC(=O)/C=C/c2ccccc2)CC1	-11	-1.0	2	-8	6	-6	-0.7	-1	-5	/
CCC(C)(C)NC(=O)C(c1ccc(OC)cc1)N(Cc1ccc(OC)cc1)C(=O)CCC(=O)Nc1cc(C)on1 (stereo unspecified)	5	-0.3	4	-2	14	11	-3.3	1	-7	-6
O=C(c1ccco1)N1CCN(Cc2nc3ccc([N+](=O)[O-])cc3c(=O)n2-c2ccccc2F)CC1	-5	-0.6	6	1	12	-12	/	-3	7	-4
O=C(NN1C(=O)CSC1=S)C(=O)NN1C(=O)CSC1=S	-9	19	0	-5	10	11	-0.8	1	-4	-3
Cc1cc(CNC(=O)C2CCC(=O)N(Cc3ccccc3F)C2)nn1C (stereo unspecified)	-1	-0.6	2	2	3	8	-2.5	0	5	12
Nc1nc2n(n1)C(c1ccco1)CC(c1ccc(Cl)c(Cl)c1)N2 (stereo unspecified)	5	1.2	-7	-7	14	6	-1.9	8	1	-6

Not a hit list; 1.6% or so of the library scored in one or more.
